Screens as filed in PubChem.
pPAFAH inh: pPAFAH (human) enzyme inhibition; Q13093; recombinant pPAFAH, FP-rhodamine probe fluorescence polarization; inhibition, % at 3.39 µM; 330,000 tested, 1.5% active;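 active = inhibition above the mean inhibition across the screen plus 3 SD, cut at about 25% in these data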;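 note: inhibitors block binding of the rhodamine activity-based probe so polarization drops; 0% = enzyme with DMSO and 100% = wells lacking pPAFAH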
LYPLA2 counter: blocks human lysophospholipase 2, a PME1 counter-screen; O95372; 320,000 tested, 0.38% active; inhibition, % at 5.9 µM; AID 2177; recombinant LYPLA2, FP-Rh probe fluorescence polarization;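 active = inhibition above the screen-wide mean plus 3 SD, limit set per campaign, cut at about 26% in these data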;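 note: 0% = LYPLA2 with DMSO and 100% = wells lacking LYPLA2 enzyme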
Target sequence (O95372 whole entry, looked up): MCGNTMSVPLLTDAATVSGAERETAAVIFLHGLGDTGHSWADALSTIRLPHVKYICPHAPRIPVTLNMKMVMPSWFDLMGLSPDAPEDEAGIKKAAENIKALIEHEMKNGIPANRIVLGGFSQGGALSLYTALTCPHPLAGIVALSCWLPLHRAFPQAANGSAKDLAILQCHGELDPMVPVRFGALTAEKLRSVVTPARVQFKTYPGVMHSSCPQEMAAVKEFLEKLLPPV
PAFAH2 inh: PAFAH2 (human) inhibition; inhibition, % at 3.39 µM; Q99487; recombinant PAFAH2, FP-rhodamine activity probe, fluorescence polarization; 340,000 tested, 0.99% active; AID 492956;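 active = inhibition above the mean over all tested compounds plus 3 SD, cut at about 30% in these data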;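 note: inhibitors block probe labeling of enzyme so polarization drops; 0% = enzyme with DMSO and 100% = wells lacking PAFAH2 protein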
PAFAH1B3 inh: PAFAH1B3 (human) inhibition; Q15102; recombinant PAFAH1B3, FP-rhodamine probe, fluorescence polarization; inhibition, % at 3.39 µM; 340,000 tested, 0.28% active; AID 492972;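 active = inhibition above the screen-wide average of all tested compounds plus 3 SD, cut at about 25% in these data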;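 note: 0% = enzyme with DMSO only and 100% = wells lacking PAFAH1B3 protein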
PAFAH1B2 FP inh: blocks human PAF acetylhydrolase 1b catalytic subunit 2; inhibition, % at 3.39 µM; recombinant PAFAH1B2, FP-rhodamine activity probe, fluorescence polarization; P68402; 340,000 tested, 1.2% active;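 active = inhibition above the mean of all tested compounds plus 3 SD, cut at about 24% in these data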;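 note: 0% = enzyme with DMSO and 100% = wells lacking PAFAH1B2; many of its hits are not listed in these tables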
Target sequence (P68402 whole entry, looked up): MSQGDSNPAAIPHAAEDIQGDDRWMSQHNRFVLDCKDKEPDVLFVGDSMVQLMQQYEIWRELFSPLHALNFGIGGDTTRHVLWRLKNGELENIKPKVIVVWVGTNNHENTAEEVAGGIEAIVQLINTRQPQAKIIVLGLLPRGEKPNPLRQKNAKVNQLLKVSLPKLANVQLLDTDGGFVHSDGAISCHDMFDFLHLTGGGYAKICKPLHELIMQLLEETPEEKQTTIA
EBNA-1 inhibitor: blocks EBNA-1 binding to DNA; EBNA-1 DNA binding, fluorescence polarization; inhibition, % at 14.8 µM; 300,000 tested, 0.34% active; AID 1950; in the data active = inhibition above about 28%
LYPLA1 inh: counter-screen for PME1 inhibitors: inhibitors of human LYPLA1. O75608. recombinant LYPLA1, FP-Rh probe fluorescence polarization. inhibition, % at 5.9 µM. 320,000 tested, 0.16% active;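 active = inhibition above the mean of all tested compounds plus 3 SD, set per campaign, cut at about 14% in these data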;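 note: inhibitors block serine hydrolase probe labeling of LYPLA1 so polarization falls; 0% = enzyme with DMSO and 100% = wells lacking LYPLA1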
Target sequence (O75608 whole entry, looked up): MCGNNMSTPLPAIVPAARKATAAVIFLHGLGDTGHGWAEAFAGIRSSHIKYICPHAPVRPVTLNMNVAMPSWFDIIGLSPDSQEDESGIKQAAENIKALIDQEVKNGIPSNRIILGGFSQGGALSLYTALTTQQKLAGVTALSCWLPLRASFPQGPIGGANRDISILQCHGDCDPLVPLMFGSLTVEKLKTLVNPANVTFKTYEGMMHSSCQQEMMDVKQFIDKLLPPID
ZTA counter: ZTA (EBV) inhibition in EBNA-1 counter-screen; ZTA-DNA binding, fluorescence polarization; inhibition, % at 11 µM; 320,000 tested, 0.15% active; AID 2234; in the data active = inhibition above about 33%
Target sequence (P03206 whole entry, looked up): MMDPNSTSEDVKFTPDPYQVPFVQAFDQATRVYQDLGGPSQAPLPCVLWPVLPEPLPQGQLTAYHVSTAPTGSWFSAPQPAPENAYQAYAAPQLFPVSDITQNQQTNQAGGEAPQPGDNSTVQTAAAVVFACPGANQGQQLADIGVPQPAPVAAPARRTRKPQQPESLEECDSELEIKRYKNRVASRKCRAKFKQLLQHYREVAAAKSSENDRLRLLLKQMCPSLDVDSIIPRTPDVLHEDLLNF
PREPL inh: human PREPL enzyme inhibition; Q4J6C6; recombinant PREPL, fluorescence polarization activity-based probe; inhibition, % at 5.96 µM; 320,000 tested, 0.68% active; AID 2751; in the data active = inhibition above about 43%;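 note: 0% = enzyme with DMSO and 100% = wells lacking enzyme; many of its hits are not listed in these tables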
* = called active by the depositor; / = no result given.

SMILES	pPAFAH inh	LYPLA2 counter	PAFAH2 inh	PAFAH1B3 inh	PAFAH1B2 FP inh	EBNA-1 inhibitor	LYPLA1 inh	ZTA counter	PREPL inh
CC1CN(C)C(C)c2c1oc1ccc(N)cc21 (stereo not given)	-2	-3	-6	8	2	6	2	-20	9
COc1ccc(S(=O)(=O)CCC(=O)O)cc1	-3	2	11	4	-1	-3	0	10	-18
COc1ccc(N(CC(=O)NC2CCCCC2)C(=O)CNC(=O)c2ccco2)cc1OC	-1	1	-6	0	3	-1	-1	-21	7
COc1ccccc1NC(=O)CN1CCN(CC(=O)Nc2ccc3c(c2)OCCO3)CC1	4	4	6	7	-2	-8	0	-10	-10
Cc1cc(N(C)/N=C/c2ccccc2O)nc(-c2ccccc2O)n1	-6	-3	1	1	1	-30	0	-7	3
COc1ccccc1-n1cnc2cc(NCc3ccccc3O)ccc21	10	7	-5	4	-1	-7	6	-8	17
COc1cc(S(=O)(=O)N2CCN(c3ccccc3F)CC2)ccc1Cl	3	-1	1	3	0	-8	-2	-17	-18
C=C(C)c1nc(N)nc(N)n1	0	-8	5	-5	0	6	-2	9	-3
Nc1nc(Br)c2c(F)cccc2c1-c1ccc(Cl)cc1	7	1	4	2	6	-6	-2	-17	8
CCN(CC)C(=O)CCSc1nnc(-c2ccco2)o1	1	-5	6	5	-2	-7	0	-15	0
CSc1nsc(SCC(=O)Nc2ccc(C(C)=O)cc2)n1	2	5	-2	3	-2	8	0	4	0
O=C(CNC(=O)C12CC3CC(CC(C3)C1)C2)Nc1ncccc1O	4	1	-4	2	21	/	-1	9	2
CC(C)C(=O)NC(Nc1ccc(S(N)(=O)=O)cc1)C(Cl)(Cl)Cl (stereo not given)	-1	-2	5	1	2	-6	1	11	-4
COC(=O)c1cc2n(n1)CCN(Cc1cccc(OC)c1)C2=O	5	-2	-4	10	0	-4	2	-8	4
CN(C)C/C=C/C(O)(c1ccccc1)c1ccccc1	2	3	-3	2	-2	-3	-1	-6	18
CCOc1ccc(C(C)NC(=S)NCc2ccc(Cl)cc2)cc1 (stereo not given)	2	-1	0	15	7	-4	-4	2	-3
Cc1cc[n+](-c2[nH]c(=O)sc2/C=N/N=C(\[O-])c2ccncc2)cc1C	5	-4	3	3	5	-17	-3	-15	21
CC(=O)Nc1ccc(Nc2ncnc3c2cnn3-c2ccccc2)cc1	8	-3	-9	3	4	-3	0	9	15
CN(CC(=O)Nc1ccc(F)c(F)c1F)C(=O)CN1C(=O)C2CCCCC2C1=O (stereo not given)	1	-5	1	8	5	1	2	-6	2
CN(C1CCCCC1)S(=O)(=O)c1cccc(C#N)c1	3	-4	3	4	7	7	0	5	2
O=C(NC1CC1)C1=C[C@@H](c2ccccc2)C[C@@H](OCCCCO)O1	5	-2	-4	1	2	-8	0	-2	-1
O=C(c1ccccc1)N1CCN(C(=O)c2cccnc2)CC1	-4	5	-2	5	2	-14	-1	-12	1
Cc1ccc(C(=O)Oc2ccc(N3C(=O)CCC3=O)c(C)c2)cc1	9	-3	0	7	0	-5	9	-20	39
Cc1cc(C(F)(F)F)n2nc(-c3cnn(C)c3C(F)(F)F)cc2n1	5	-5	5	0	0	-1	-3	-1	10
COc1ccc(N/C=C/C(=O)c2ccc(Cl)cc2)cc1	0	-5	1	1	4	1	-3	13	-13
Cc1ccc(C(=O)c2c(C)oc3c2C(=O)C(=O)c2ccccc2-3)cc1	26*	-1	13	7	4	-10	0	-8	13
COc1cc(C(=O)NC(=S)Nc2ccccc2[N+](=O)[O-])cc(OC)c1OC	2	1	-4	-1	2	1	5	9	2
Oc1c(Br)cc(Br)cc1C=NCc1ccccc1	14	8	2	0	3	1	1	14	-3
O=C(CSc1nc2[nH]ncc2c(=O)[nH]1)N1CCCC1	3	1	3	2	4	9	-2	14	0
Cc1nc(SCC(=O)NCc2ccc3c(c2)OCO3)nc(C)c1C	5	/	2	0	-1	/	/	/	9
CN(C)S(=O)(=O)c1cccc(C(=O)NCCOC(=O)c2cc(F)c(F)cc2Cl)c1	2	-2	6	14	11	6	3	-15	17
O=C(NCCc1ccc(F)cc1)c1ccc2c(=O)n3c(nc2c1)CCC3	2	-3	-1	1	0	45*	-2	-12	21
COC(=O)C1=C(C)N(Cc2ccc(C)cc2)C(=O)/C1=C\c1ccc(O)c(OC)c1	11	-4	-4	2	3	-1	-2	13	9
CC(OC(=O)c1ccc(Br)o1)C(=O)NCC1CCCCC1 (stereo not given)	4	/	3	0	-2	/	/	/	7
O=S(=O)(NC1CCCC1)c1ccc(S(=O)(=O)N2CCCN(Cc3ccccc3)C2)cc1	9	-3	4	-1	-2	0	-3	-3	1
COc1ccc(S(=O)(=O)Nc2ccc(S(=O)(=O)Nc3cc(C)nc(C)n3)cc2)cc1OC	1	-5	12	1	3	-2	3	2	-1
Cc1cccc(C2c3[nH]c4ccccc4c3CCN2C(=O)Cc2n[nH]c(C)n2)n1 (stereo not given)	3	-1	0	-4	2	-5	0	-1	-3
CCOc1ccc(C(=O)NC(C)(C)CC)cc1	1	-1	-8	7	-2	0	0	4	6
COC(=O)c1ccc(COC(=O)C2CCN(S(=O)(=O)c3ccccc3C(=O)OC)CC2)cc1	1	/	2	2	-1	/	/	/	15
Cn1c(CNC(=O)C2CCCCC2)cc2cc(Cl)ccc21	4	11	0	0	3	5	2	-8	16
Cc1cccc2c1CC(C)(C)N=C2C1=C(O)CCCC1=O	1	-1	1	4	5	-7	-4	1	-1
O=C(Nc1cccc([N+](=O)[O-])c1)N1CCN(c2ccccc2)CC1	4	1	-1	10	4	8	-3	12	25
CCOc1ccc(S(=O)(=O)NCc2ccccn2)c(C)c1C	1	9	4	6	3	0	4	-1	-7
O=C(CSc1nnc(-c2ccccc2)o1)c1nnc(-c2ccccc2)o1	24	2	13	-1	-2	8	-7	8	10
CNC(=S)N(C)/N=C1/C(=O)N(Cc2c(Cl)cccc2Cl)c2ccccc21	2	0	-5	-1	3	/	-2	2	-22
COc1ccc(Br)cc1C(=O)Nc1ccccc1N1CCN(C(=O)c2ccccc2)CC1	4	-10	1	3	-1	-4	-3	3	9
COc1ccc2oc(C(=O)N(Cc3ccco3)Cc3cccs3)c(C)c2c1	18	3	5	8	2	1	1	2	1
CCc1nn(CC(=O)NCCCN(CC)CC)c(=O)c2cc3sc(C)cc3n12	-1	-6	5	-10	1	0	-2	-6	1
COc1cccc(NC(=O)CCNS(=O)(=O)c2cccc3nsnc23)c1	0	5	-1	5	3	6	-1	6	6
CC(C)CN(Cc1cc(=O)oc2cc3c(cc12)CCCC3)CC(C)C	-6	3	1	4	2	-2	-1	-8	11
(more compounds)
SMILES	pPAFAH inh	LYPLA2 counter	PAFAH2 inh	PAFAH1B3 inh	PAFAH1B2 FP inh	EBNA-1 inhibitor	LYPLA1 inh	ZTA counter	PREPL inh
COc1ccc(-c2cccc([C@H]3[C@@H]4C=CC[C@@H](C)[C@@H]4C(=O)N3Cc3ccccc3)c2)cc1	6	/	-1	2	0	/	/	/	/
CCCCCCSC1=C(C#N)C(c2ccc(C)o2)CC(=O)N1 (stereo not given)	25*	3	18	10	5	-4	1	-3	8
O=C(NCCCc1nc2ccccc2[nH]1)c1ccco1	-5	1	2	11	-3	4	-1	-11	4
Cc1ccc(NS(=O)(=O)c2ccc(-c3ccc(=O)[nH]n3)o2)cc1	36*	3	-3	-3	5	1	5	-11	6
Cc1ccc(CNc2nc3c([nH]2)c(=O)n(C)c(=O)n3C)cc1	3	1	-4	1	6	5	-1	-19	13
O=C(Nc1nccs1)C1CCCN1S(=O)(=O)c1cccc2cccnc12 (stereo not given)	3	5	5	10	1	-5	2	-21	6
O=C1Nc2ccccc2N(O)N1c1cc(-c2ccccc2Cl)no1	10	5	-12	1	-4	2	2	11	2
COc1cc(/C=c2\sc3nc(=O)c(-c4ccccc4)nn3c2=O)ccc1OCCC(C)C	7	-5	-3	9	6	-4	-6	4	1
COc1ccc(-c2cc(C(F)F)n3ncc(C(=O)N4CCSCC4)c3n2)cc1	0	3	5	-3	2	4	0	-6	7
O=C(NCc1ccco1)C(=O)NCC1OCCCN1S(=O)(=O)c1ccccc1 (stereo not given)	6	8	-2	-6	1	-13	-1	0	-13

Sorted by number of heavy atoms (low to high): part of the list above.
SMILES	pPAFAH inh	LYPLA2 counter	PAFAH2 inh	PAFAH1B3 inh	PAFAH1B2 FP inh	EBNA-1 inhibitor	LYPLA1 inh	ZTA counter	PREPL inh
O=C(NCCCc1nc2ccccc2[nH]1)c1ccco1	-5	1	2	11	-3	4	-1	-11	4
Cc1ccc(CNc2nc3c([nH]2)c(=O)n(C)c(=O)n3C)cc1	3	1	-4	1	6	5	-1	-19	13
O=C(Nc1nccs1)C1CCCN1S(=O)(=O)c1cccc2cccnc12 (stereo not given)	3	5	5	10	1	-5	2	-21	6

Remaining list, next part
SMILES	pPAFAH inh	LYPLA2 counter	PAFAH2 inh	PAFAH1B3 inh	PAFAH1B2 FP inh	EBNA-1 inhibitor	LYPLA1 inh	ZTA counter	PREPL inh
COc1ccc(NC(=O)C2Cc3ccccc3CN2C(=O)c2ccco2)cc1 (stereo not given)	1	-2	12	1	-8	-4	0	3	13
Cc1ccc(NC(=O)CN2CCN(Cc3ccccc3)CC2)c(Br)c1	-4	1	-9	7	5	-7	-1	-4	-10
O=C(/C=C/c1ccc2c(c1)OCO2)c1ccc[nH]1	8	-2	5	6	-1	1	2	16	-11
Cc1cccc(-n2nc(C(=O)c3ccco3)cc(-c3nc4ccccc4[nH]3)c2=N)c1	3	-4	-10	-5	0	-6	-2	-1	26
Clc1ccc(C2CC(c3cccs3)n3ncnc3N2)c(Cl)c1 (stereo not given)	-1	1	1	10	4	-2	-1	-5	-17
CCCn1c(NCc2cccs2)nc2ccccc21	1	2	0	6	6	0	-3	-9	8
O=C(Nc1c2c(nn1-c1ccccc1)CS(=O)C2)c1ccc(S(=O)(=O)N2CCOCC2)cc1 (stereo not given)	-3	1	-1	-1	6	19	-1	-5	8
Cc1c(C(=O)N2CCCCCC2)c(S(=O)(=O)Nc2cccc(F)c2)c(C)n1C	0	6	15	5	5	11	-1	7	0
Cc1c(Cl)cccc1-n1c(-c2cccnc2)n[nH]c1=S	4	10	2	0	-4	-7	0	-9	10
CCCn1c(SCC(=O)N2CCCC2)nc2c1c(=O)n(C)c(=O)n2C	1	1	3	2	-1	9	1	5	4
Cc1ccc(CNS(=O)(=O)N(C)C)cc1	2	6	11	4	6	-2	1	-10	14
CCOP(=O)(OCC)C(NC(=O)Nc1ccc(Cl)c(Cl)c1)C(N)=O (stereo not given)	5	-1	0	1	-1	8	-5	-13	2
CN(C)C(=O)N1CCN(S(=O)(=O)c2ccc3ccccc3c2)CC1	3	-5	-10	3	5	-8	2	-13	5
O=c1cccc2c1c1cc[nH]c3ccc(=O)n2c31	6	4	5	1	2	15	2	-4	8
O=C(COC(=O)C1COc2ccccc2O1)Nc1cccc(S(=O)(=O)N2CCCCC2)c1 (stereo not given)	3	1	-7	1	-1	15	-3	19	-6
CC(=O)Nc1ccc(NC(=O)c2ccccc2Nc2ccccc2)cc1	9	1	5	11	6	12	-3	0	-19
CCOCCCNC(=O)c1ccc(OC2CCN(C(C)=O)CC2)c(OC)c1	6	-2	-3	7	3	7	-2	7	2
CC1(C)Cc2c(sc(NC(=O)c3ccccc3Cl)c2C(=O)O)CO1	8	12	0	6	9	11	0	7	-2
O=C(CCC(=O)N1CCOCC1)NCCc1ccc(F)cc1	-3	1	-1	3	8	/	-2	-2	0
O=C(CCNC(=O)C1CCN(S(=O)(=O)c2ccc(F)cc2)CC1)NCc1ccncc1	-1	13	-6	13	5	6	6	-6	3
Cc1ccc(C(=O)NCc2nnc(SCC(=O)Nc3ccccc3)n2C)cc1	-1	0	-10	1	6	8	4	-13	2
COc1ccc(Cl)cc1Nc1nc(N)nc(C(F)(F)F)n1	-1	-2	-7	5	-4	-5	-2	1	5

Not all compounds are listed; count on the stated rates, not on these rows.
